NR5A2 inv ag – NR5A2 inverse agonism in reporter assay; inhibition, % at 3.6 µM; O00482; HEK293T StAR-luciferase reporter, LRH-1 transfected, 24 h; actives 0.13% (n = 360,000);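 active = inhibition above the mean inhibition of all tested compounds plus 3 SD, cut at about 73% in these data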;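 note: 0% = DMSO wells and 100% = reporter-only cells lacking LRH-1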
KKLEB cytotox – counter-screen for CF NF-kB inhibitors: cytotoxicity | KKLEB CF airway cells viability, ATPlite luminescence, overnight; active compounds read low; cells stimulated with P. aeruginosa culture filtrate | AID 602141 | actives 0.36% (n = 360,000) | activity change (cytotoxicity), % at 5 µM;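 active = corrected activity change at or below -50% at 5 µM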
EBV LMP1 NFkB – inhibitors of Epstein-Barr LMP1-induced NF-kappaB reporter. inhibition, % at 12.5 µM. actives 0.69% (n = 350,000). LMP1-induced NF-kappaB luciferase reporter cells, luminescence; in the data active = inhibition above about 41%;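 note: 0% = neutral control wells and 100% = reference inhibitor control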
CF NFkB inh – inhibitors of cystic fibrosis induced NF-kB | KKLEB NF-kB-GFP reporter, PAF-induced, GFP fluorescence overnight | inhibition, % at 5 µM | actives 0.86% (n = 360,000) | AID 588850;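 active = at least 50% inhibition at 5 µM, scaled per plate between neutral and stimulator controls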;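 note: PAF is a Pseudomonas aeruginosa culture filtrate used as stimulus; plate controls were PAF-stimulated DMSO wells for no effect and unstimulated DMSO wells for full effect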
SRC1 inh – human NCOA1 inhibition | HEK293 GAL4-SRC1 luciferase reporter, luminescence | inhibition, % at 3.6 µM | actives 0.12% (n = 360,000) | Q15788;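 active = inhibition above the campaign mean plus 3 SD, with each screening campaign given its own cutoff, cut at about 60% in these data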;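 note: 0% = DMSO treated cells and 100% = gossypol at 36 µM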
SRC2 inh – inhibits human steroid receptor coactivator 2; HEK293 GAL4-SRC2 luciferase reporter, luminescence; inhibition, % at 9 µM; actives 0.17% (n = 370,000);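 active = inhibition above the mean inhibition of all tested compounds plus 3 SD, set per campaign, cut at about 52% in these data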;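 note: 0% = DMSO treated cells and 100% = cells given Gossypol at 36 µM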
Target sequence (Q15596 whole entry, looked up, the tested form may be a part): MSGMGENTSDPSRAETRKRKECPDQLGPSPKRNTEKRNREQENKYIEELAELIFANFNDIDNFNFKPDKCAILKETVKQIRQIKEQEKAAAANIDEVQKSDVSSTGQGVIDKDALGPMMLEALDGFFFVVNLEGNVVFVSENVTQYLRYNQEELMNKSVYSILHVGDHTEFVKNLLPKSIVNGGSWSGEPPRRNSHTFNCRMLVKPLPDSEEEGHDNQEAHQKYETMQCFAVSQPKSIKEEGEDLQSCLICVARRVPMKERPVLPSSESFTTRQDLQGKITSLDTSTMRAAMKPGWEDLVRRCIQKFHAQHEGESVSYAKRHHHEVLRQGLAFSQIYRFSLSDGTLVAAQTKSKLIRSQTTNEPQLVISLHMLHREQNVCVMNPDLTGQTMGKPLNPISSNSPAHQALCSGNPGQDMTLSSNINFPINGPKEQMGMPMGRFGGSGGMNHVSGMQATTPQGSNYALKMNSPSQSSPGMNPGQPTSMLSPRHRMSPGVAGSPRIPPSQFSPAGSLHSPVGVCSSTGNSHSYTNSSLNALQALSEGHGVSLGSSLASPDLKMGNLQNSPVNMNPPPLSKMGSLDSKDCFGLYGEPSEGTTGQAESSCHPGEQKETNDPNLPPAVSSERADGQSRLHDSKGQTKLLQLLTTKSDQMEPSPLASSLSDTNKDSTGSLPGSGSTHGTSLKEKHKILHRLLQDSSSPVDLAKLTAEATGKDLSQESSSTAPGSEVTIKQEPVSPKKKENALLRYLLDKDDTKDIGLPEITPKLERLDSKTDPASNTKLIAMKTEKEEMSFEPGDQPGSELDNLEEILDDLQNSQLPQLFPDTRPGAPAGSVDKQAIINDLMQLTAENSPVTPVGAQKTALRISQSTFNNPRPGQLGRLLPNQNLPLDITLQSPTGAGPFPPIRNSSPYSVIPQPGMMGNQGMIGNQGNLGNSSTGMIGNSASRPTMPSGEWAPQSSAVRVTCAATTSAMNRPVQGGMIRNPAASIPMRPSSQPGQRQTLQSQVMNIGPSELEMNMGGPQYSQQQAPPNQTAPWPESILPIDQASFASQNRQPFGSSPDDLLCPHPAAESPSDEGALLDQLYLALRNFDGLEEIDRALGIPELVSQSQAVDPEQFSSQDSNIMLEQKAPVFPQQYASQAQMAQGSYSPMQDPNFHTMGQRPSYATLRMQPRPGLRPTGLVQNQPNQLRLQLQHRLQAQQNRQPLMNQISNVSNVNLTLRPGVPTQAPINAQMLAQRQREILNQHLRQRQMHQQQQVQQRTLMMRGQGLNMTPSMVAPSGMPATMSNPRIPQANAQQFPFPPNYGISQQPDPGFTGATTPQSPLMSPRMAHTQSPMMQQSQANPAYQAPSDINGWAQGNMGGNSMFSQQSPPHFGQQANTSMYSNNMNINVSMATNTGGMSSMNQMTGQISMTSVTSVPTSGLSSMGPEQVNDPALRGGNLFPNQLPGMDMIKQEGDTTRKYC
TROY NFkB inh – TROY signaling inhibition; Q293 LMP1-TROYcd NF-kB luciferase reporter, 4 h; inhibition, % at 10 µM; actives 0.98% (n = 360,000); AID 1347056;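 active = compounds whose plate-normalised and pattern-corrected inhibition of the luciferase reporter signal at the single screening dose is 50% or more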
NR2F2 inh – NR2F2 (human) inhibition, primary screen; HEK293T NGFI-A luciferase reporter, luminescence; actives 0.7% (n = 370,000); P24468; inhibition, % at 8.6 µM;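 active = inhibition above a per-plate cutoff, mean inhibition of test wells between control levels plus 3 SD, cut at about 38% in these data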;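 note: cells cotransfected with COUP-TFII expression vector driving the NGFI-A reporter; 0% = median of COUP-TF2 test wells and 100% = reporter-only cells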
TWEAK Fn14 block – blocks TWEAK-Fn14 interaction in a reporter cell assay; TWEAK-stimulated Fn14 reporter cells, luciferase luminescence, 8 h; inhibition, % at 10 µM; actives 2% (n = 360,000); AID 1159606; in the data active = inhibition above about 50%
C8 TRAIL sens – sensitizes caspase-8 expressing cells to TRAIL. AID 624354. NB7+C8 cells + TRAIL, ATPlite viability luminescence. inhibition (viability loss, TRAIL sensitization), % at 10 µM. actives 1% (n = 360,000);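 active = compounds causing at least 50% loss of cell viability in the single-dose screen, relative to plate controls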
NCOA3 inh – inhibitors of human steroid receptor coactivator 3 (SRC3); Q9Y6Q9; HEK293 GAL4-SRC3 luciferase reporter, luminescence; inhibition, % at 3.6 µM; actives 0.17% (n = 360,000); AID 588352;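 active = inhibition above a per-campaign cutoff, the mean of all compounds plus 3 SD, cut at about 60% in these data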;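 note: 0% = DMSO-treated cells and 100% = gossypol-treated cells at 36 µM; higher means less SRC3-driven luciferase light from the GAL4 reporter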
Starred values were filed as active, the others as inactive.

SMILES | NR5A2 inv ag | KKLEB cytotox | EBV LMP1 NFkB | CF NFkB inh | SRC1 inh | SRC2 inh | TROY NFkB inh | NR2F2 inh | TWEAK Fn14 block | C8 TRAIL sens | NCOA3 inh
COc1ccc(N(CC(=O)NC2CCCCCCC2)S(=O)(=O)c2c(C)nn(C)c2C)cc1 | -1 | 2 | -1 | -16 | -5 | 5 | 7 | -5 | -8 | -1 | -3
O=c1cc(CN2CCC(Cc3ccccc3)CC2)nc2sccn12 | 13 | 7 | 3 | 8 | -13 | -20 | 1 | 1 | -5 | -1 | -14
Cc1cccc(NS(=O)(=O)c2ccc([N+](=O)[O-])cc2)n1 | 2 | 2 | 0 | -7 | 10 | 2 | 8 | 14 | -2 | -5 | 6
COc1ccc(NC(=O)CSCC(=O)N2CCN(C(=O)c3ccco3)CC2)cc1 | 12 | -30 | -3 | 12 | -26 | 22 | -1 | -25 | 10 | -11 | -10
COc1ccc(-c2csc(N(CCCN3CCOCC3)C(=O)CCl)n2)cc1 | -3 | 11 | 5 | -16 | 10 | -8 | -1 | -13 | 13 | -9 | 19
Cc1c(C#N)c2ccccc2n1CC(=O)N1CCc2ccccc2C1 | -14 | -14 | -7 | 24 | -2 | -3 | 8 | -10 | 13 | -17 | 8
CCC(=O)N1CCN(c2ccc(NC(=O)c3ccc(C#N)cc3F)cc2Cl)CC1 | 9 | 0 | 3 | 4 | 0 | -18 | -1 | 6 | -14 | -3 | 15
Cn1c(SCCc2ccc([N+](=O)[O-])cc2)nccc1=O | 13 | 11 | 8 | -12 | 11 | 3 | 10 | -4 | -28 | 0 | 19
CC1CCc2c(sc(NC(=O)c3ccc(Cn4cc(Br)cn4)o3)c2C(N)=O)C1 (configuration not stated) | -10 | 1 | -5 | 1 | 7 | 8 | -4 | -7 | -20 | -2 | 27
CSc1nnc(SCc2nc3sc(C(=O)O)c(C)c3c(=O)[nH]2)s1 | 15 | 5 | -2 | 4 | 6 | 17 | -5 | 1 | 15 | -3 | 7
CCOC(=O)NC(=O)CSc1nnc(C)s1 | -3 | 8 | -4 | -25 | 0 | 12 | 4 | 5 | 17 | 10 | 5
Cc1ccc(CN2CCN(/N=C/c3sccc3C)CC2)c(C)c1 | 35 | 4 | 9 | -5 | 5 | -13 | -3 | -3 | -6 | 5 | 6
O=C(NC1CCN(Cc2ccccc2)CC1)c1ccccc1NS(=O)(=O)c1ccc(F)c(F)c1 | -4 | 8 | 8 | -19 | 9 | 9 | -7 | -9 | 7 | 4 | -7
CN(C)c1ccc(C(c2nnnn2C(C)(C)C)N2CCN(C(=O)c3ccco3)CC2)cc1 (configuration not stated) | 13 | 1 | -3 | -12 | -4 | -30 | -1 | -3 | -7 | -7 | 1
COc1ccc(CC(=O)OCC(=O)NCc2ccco2)cc1 | -6 | 18 | 5 | -18 | 0 | -30 | 19 | -4 | -2 | -2 | 25
COc1cccc(CNC(=O)CCC2CCCN(C(=O)c3csc(C(C)C)n3)C2)c1 (configuration not stated) | 6 | 10 | 4 | -11 | 10 | -12 | 2 | 10 | 13 | 2 | 17
COc1cc(N=C2C(=O)N3CCCc4cccc2c43)cc(OC)c1 | 1 | -1 | 9 | 12 | -38 | -16 | -27 | -2 | -2 | -13 | 7
CO/N=C(\c1nonc1N)N1CCN(c2ccc(Cl)cc2[N+](=O)[O-])CC1 | 2 | -14 | 3 | 12 | -13 | 4 | 12 | 10 | 14 | -9 | 12
Cc1cc(C([O-])=C(C(=S)Nc2ccccc2)[n+]2ccccc2)c(C)n1-c1ccccc1 | -24 | 8 | -6 | -15 | -46 | 6 | -46 | -8 | -1 | -5 | -48
N/C(=N\OC(=O)c1cccc(Br)c1)c1ccc(Br)cc1 | 13 | -7 | -21 | -1 | -11 | -19 | -24 | -3 | -18 | 59* | -2
CC(=O)c1c(C)[nH]c(C(=O)OCCCCN2C(=O)c3ccccc3C2=O)c1C | 11 | 6 | 20 | -4 | 16 | 20 | 48 | 53* | 48 | 21 | 30
CCN(C(=O)CN1C(=O)NC(c2ccccc2)(c2ccc(C)c(C)c2)C1=O)C1CCS(=O)(=O)C1 (configuration not stated) | 20 | 3 | 2 | -17 | -4 | 6 | 3 | 9 | 6 | -16 | -9
CC(Sc1nc(C(C)(C)C)cc(-c2ccccc2)c1C#N)C(=O)Nc1ccccc1 (configuration not stated) | 7 | -25 | -1 | 12 | -6 | 20 | 15 | -2 | 4 | 3 | -9
O=C1C2C3CCC(O3)C2C(=O)N1c1nccs1 (configuration not stated) | 2 | 0 | -2 | 18 | -3 | -10 | -8 | -6 | 4 | -13 | -3

An excerpt from above in order of molecular weight, falling:
SMILES | NR5A2 inv ag | KKLEB cytotox | EBV LMP1 NFkB | CF NFkB inh | SRC1 inh | SRC2 inh | TROY NFkB inh | NR2F2 inh | TWEAK Fn14 block | C8 TRAIL sens | NCOA3 inh
O=C(NC1CCN(Cc2ccccc2)CC1)c1ccccc1NS(=O)(=O)c1ccc(F)c(F)c1 | -4 | 8 | 8 | -19 | 9 | 9 | -7 | -9 | 7 | 4 | -7
CCN(C(=O)CN1C(=O)NC(c2ccccc2)(c2ccc(C)c(C)c2)C1=O)C1CCS(=O)(=O)C1 (configuration not stated) | 20 | 3 | 2 | -17 | -4 | 6 | 3 | 9 | 6 | -16 | -9
CC1CCc2c(sc(NC(=O)c3ccc(Cn4cc(Br)cn4)o3)c2C(N)=O)C1 (configuration not stated) | -10 | 1 | -5 | 1 | 7 | 8 | -4 | -7 | -20 | -2 | 27
COc1cccc(CNC(=O)CCC2CCCN(C(=O)c3csc(C(C)C)n3)C2)c1 (configuration not stated) | 6 | 10 | 4 | -11 | 10 | -12 | 2 | 10 | 13 | 2 | 17
CC(Sc1nc(C(C)(C)C)cc(-c2ccccc2)c1C#N)C(=O)Nc1ccccc1 (configuration not stated) | 7 | -25 | -1 | 12 | -6 | 20 | 15 | -2 | 4 | 3 | -9
N/C(=N\OC(=O)c1cccc(Br)c1)c1ccc(Br)cc1 | 13 | -7 | -21 | -1 | -11 | -19 | -24 | -3 | -18 | 59* | -2
CSc1nnc(SCc2nc3sc(C(=O)O)c(C)c3c(=O)[nH]2)s1 | 15 | 5 | -2 | 4 | 6 | 17 | -5 | 1 | 15 | -3 | 7
CC(=O)c1c(C)[nH]c(C(=O)OCCCCN2C(=O)c3ccccc3C2=O)c1C | 11 | 6 | 20 | -4 | 16 | 20 | 48 | 53* | 48 | 21 | 30
Cc1ccc(CN2CCN(/N=C/c3sccc3C)CC2)c(C)c1 | 35 | 4 | 9 | -5 | 5 | -13 | -3 | -3 | -6 | 5 | 6
COc1cc(N=C2C(=O)N3CCCc4cccc2c43)cc(OC)c1 | 1 | -1 | 9 | 12 | -38 | -16 | -27 | -2 | -2 | -13 | 7
COc1ccc(CC(=O)OCC(=O)NCc2ccco2)cc1 | -6 | 18 | 5 | -18 | 0 | -30 | 19 | -4 | -2 | -2 | 25
CCOC(=O)NC(=O)CSc1nnc(C)s1 | -3 | 8 | -4 | -25 | 0 | 12 | 4 | 5 | 17 | 10 | 5
O=C1C2C3CCC(O3)C2C(=O)N1c1nccs1 (configuration not stated) | 2 | 0 | -2 | 18 | -3 | -10 | -8 | -6 | 4 | -13 | -3

Screens (PubChem)
